# Screens deposited in PubChem by Sanford-Burnham Center for Chemical Genomics.
# APJ agonist: APJ receptor agonism. P35414. CHO-K1 APJ PathHunter beta-arrestin, luminescence; 0% DMSO wells, 100% apelin. activation, % at 20 µM. AID 2520. 330,000 tested, 0.11% active;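 active = activation more than six SD over the plate average, tested at 20 µM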;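 also: 0% = DMSO alone and 100% = apelin-13 at 10 nM; some results filed as inactive read as strong as hits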
#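 Incubation: overnight seeding, 90 min compound at 25 °C, 1 h detection; test system: PathHunter CHO-K1 APJ (AGTRL-1) beta-arrestin reporter cells; amount: 1000 cells/well; doses: one dose, 20 µM compound, 1% DMSO; measured by: beta-gal luminescence; measure: agonist-driven arrestin binding to APJ; benchmarks: negative DMSO alone, positive Apelin-13 at 10 nM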
# EBI2 block: blocks human EBI2 receptor beta-arrestin signaling; P32249; 360,000 tested, 0.81% active; EBI2 beta-arrestin recruitment, luminescence, 7a,25-OHC stimulated; AID 651636; inhibition, % at 5 µM; in the data active = inhibition above about 38%;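 also: enzyme fragment complementation signal reports receptor beta-arrestin coupling in cells; 0% = agonist plus DMSO wells and 100% = wells without agonist; some results beyond the cut were filed as inactive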
# CXCR6 inh: CXCR6 (human) receptor inhibition; O00574; CHO-K1 PathHunter CXCR6 beta-arrestin, luminescence; inhibition, % at 20 µM; 360,000 tested, 0.36% active; AID 602244; in the data active = inhibition above about 34%, passing the limit was not always enough;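 also: antagonist mode with CXCL16 agonist at 10 nM final; 0% = 10 nM CXCL16 with DMSO and 100% = unstimulated wells without agonist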
# Target sequence (O00574 whole entry, looked up): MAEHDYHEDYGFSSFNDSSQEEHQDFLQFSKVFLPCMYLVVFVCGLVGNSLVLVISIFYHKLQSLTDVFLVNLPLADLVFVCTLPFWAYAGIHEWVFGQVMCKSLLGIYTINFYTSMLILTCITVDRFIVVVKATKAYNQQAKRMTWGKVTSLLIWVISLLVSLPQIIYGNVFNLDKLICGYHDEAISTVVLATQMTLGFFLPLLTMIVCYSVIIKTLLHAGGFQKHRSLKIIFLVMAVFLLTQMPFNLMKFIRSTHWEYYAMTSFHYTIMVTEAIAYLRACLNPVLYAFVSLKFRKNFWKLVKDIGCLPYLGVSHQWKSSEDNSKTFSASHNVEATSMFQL
# APJ antag: blocks the human apelin receptor APJ | inhibition, % at 20 µM | 330,000 tested, 0.32% active | AID 2521 | CHO-K1 APJ beta-arrestin complementation, luminescence;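 active = inhibition above about 40% at 20 µM, limit read from the data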;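 also: cells challenged with 10 nM apelin-13 agonist together with compound; plate controls were apelin-13 plus DMSO wells for no effect and DMSO wells lacking apelin-13 for full effect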
# Mdm2-MdmX inh: inhibitors of human Mdm2/MdmX interaction | O15151+Q00987 | SaOS-2 split-luciferase Mdm2/MdmX complementation, luminescence | inhibition, % at 8 µM | 330,000 tested, 3% active;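 active = inhibition of at least 50% at 8 µM in the primary screen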
# CCR6 antagonist: CCR6 (human) receptor antagonism. P51684. CHO-K1 CCR6 PathHunter beta-arrestin, luminescence, CCL20-stimulated. inhibition, % at 20 µM. 340,000 tested, 0.49% active. AID 493098;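 active = compounds whose inhibition of the agonist-driven luminescence signal at 20 µM reaches about 50%, limit read from the data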;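 also: cells stimulated with CCL20 at 14 nM final; plate controls were DMSO with CCL20 for no effect and DMSO without agonist for full effect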
# Target sequence (P51684 whole entry, looked up): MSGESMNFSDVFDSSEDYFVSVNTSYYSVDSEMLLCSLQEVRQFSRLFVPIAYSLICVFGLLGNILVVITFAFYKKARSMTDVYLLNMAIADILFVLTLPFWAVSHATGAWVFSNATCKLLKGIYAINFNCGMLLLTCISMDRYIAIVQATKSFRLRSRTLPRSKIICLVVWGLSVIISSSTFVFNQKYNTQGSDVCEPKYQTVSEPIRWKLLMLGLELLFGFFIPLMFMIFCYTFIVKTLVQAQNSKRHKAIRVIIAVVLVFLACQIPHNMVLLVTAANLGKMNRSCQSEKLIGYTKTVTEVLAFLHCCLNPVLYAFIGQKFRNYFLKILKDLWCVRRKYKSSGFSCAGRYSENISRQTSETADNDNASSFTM
# XBP1 UPR activ: activators of adaptive arm of unfolded protein response (XBP1) | CHO-XBP1 luciferase reporter, IRE1-XBP1 UPR activation, luminescence; percent of tunicamycin response, DMSO as zero | activation, % at 20 µM | 330,000 tested, 0.33% active | AID 463104;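 active = versus positive control, 20 µM dose yields 30% or more activation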;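 also: 100% = tunicamycin at 10 µg/mL and 0% = DMSO only wells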
#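 Material: CHO cell line with stable XBP1 luciferase reporter; buffer or medium: F12 medium containing 10% fetal bovine serum; compound: single point, 20 µM final compound, 1% DMSO; incubation: 6 h treatment, 37 °C; measured by: glow luminescence from Steady-Glo reagent; evaluation: activation, % of tunicamycin; control set: tunicamycin high, DMSO low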
# tim23-1 inh: tim23-1 yeast growth inhibition | S. cerevisiae tim23-1 growth, BacTiter-Glo luminescence, 24 h | inhibition, % at 20 µM | 330,000 tested, 1.3% active;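 active = growth inhibition of the mutant yeast at or above 50%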;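 also: temperature-sensitive mutant grown at 25 °C; plate controls were DMSO-treated mutant yeast for no effect and medium wells lacking yeast for full effect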
# CHOP UPR activ: apoptotic UPR (CHOP) activation. 330,000 tested, 0.34% active. CHO-CHOP luciferase reporter, luminescence; percent of tunicamycin response over DMSO baseline. activation, % at 10 µM;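 active = at 10 µM dose, activation of 40% or more, normalized to positive control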;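 also: 100% = tunicamycin at 10 µg/mL and 0% = DMSO alone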
#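 Material: CHO-CHOP cells, stable luciferase reporter of PERK-eIF2a-CHOP signalling; quantity: 500 reporter cells seeded per well; buffer or medium: F12 medium containing 10% fetal bovine serum; compound: one dose, 10 µM in 0.5% DMSO; incubation: 6 h compound treatment, 37 °C; measured by: Steady-Glo luciferase luminescence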
# * hit, by the source's call; nt = no result given. An excerpt, so the mix of outcomes need not match the whole.
SMILES,APJ agonist,EBI2 block,CXCR6 inh,APJ antag,Mdm2-MdmX inh,CCR6 antagonist,XBP1 UPR activ,tim23-1 inh,CHOP UPR activ
CCOCC(=O)Nc1c(C)n(C)n(-c2ccccc2)c1=O,-3.1,nt,nt,3.6,-5.6,nt,-1.5,8.2,0.3
CC1CCC/C(=N\Nc2ccc(Cl)c(C(=O)O)c2)C1 (stereo not given),-0.7,-17.1,-4.1,-20.2,5.7,0.3,-0.1,3.0,14.4
CC(NCC(=O)NCC(=O)Nc1ccc(F)cc1)c1cccc(C(F)(F)F)c1 (stereo not given),-2.7,-0.8,3.7,2.8,-7.7,3.8,1.8,-0.3,1.0
CC(=O)c1ccc(N2CCN(C(=O)c3ccc(Cl)c(S(=O)(=O)NC4CC4)c3)CC2)c(F)c1,-1.8,-7.6,-9.0,1.0,1.4,9.2,-1.0,5.3,-1.5
COc1cc([N+](=O)[O-])ccc1NC(=S)Nn1cnnc1,-11.1,9.6,17.9,37.0,13.5,12.8,-0.6,4.4,3.3
COC(=O)CN(c1ccccc1C)S(C)(=O)=O,-1.6,-9.0,-0.6,5.5,14.9,4.8,-1.2,-15.5,1.6
CN1CCN(c2nc3c(c(=O)n(C)c(=O)n3C)n2Cc2cccc3ccccc23)CC1,-3.5,3.8,16.0,-1.1,0.8,29.0,1.9,21.0,-4.4
N#C/C(=C\c1ccc(-c2cccc(Cl)c2)o1)C(=O)Nc1cccc2cccnc12,0.9,3.2,0.3,3.1,39.9,4.2,-0.2,-4.4,1.4
COc1cccc(C(=O)N(Cc2ccccc2)Cc2cc3cc4c(cc3[nH]c2=O)OCCO4)c1,-2.3,0.6,8.3,-19.2,24.1,-10.5,-2.2,-14.2,0.5
O=C(CN1CCN(c2ncccn2)CC1)N(Cc1ccccc1)c1ccc(F)cc1,-0.6,9.1,8.8,9.8,-24.9,-4.8,-2.6,3.3,-1.5
Cc1ccc(-c2noc(CCCN3C(=O)c4ccccc4C3=O)n2)cc1,-2.6,-4.7,-2.4,6.7,-13.4,3.0,-0.4,11.5,-0.6
Cc1cc(-c2ccc(/C=N/n3cnnc3)o2)c([N+](=O)[O-])cc1C,11.6,2.3,-4.2,-5.0,-10.1,-3.6,3.1,-6.1,1.6
C=CCNC(=O)COc1coc(CN2CCN(Cc3ccccc3)CC2)cc1=O,-1.6,-10.0,-3.9,1.0,16.1,-4.7,-2.3,3.2,-2.7
Cc1cccc(Nc2nc(N)nc(CSc3nccc(C)n3)n2)c1,-8.5,1.6,-3.3,-12.8,2.9,-6.0,-1.5,11.3,3.2
COc1ccccc1/C=C/C(=O)OCC(=O)Nc1c(C)nn(-c2ccccc2)c1C,-1.0,-7.4,5.2,-5.5,23.8,4.7,1.4,31.4,-0.2
Fc1cccc(NC(=S)N2CCCC2)c1,-4.8,-9.9,4.2,-15.3,10.9,-6.9,-1.0,18.0,1.8
FC(F)(F)Oc1ccc(NC(=S)NCCCN2CCOCC2)cc1,-2.4,5.5,-5.1,16.3,28.9,3.8,-4.7,2.9,0.5
CNC(=O)c1ccc(-c2ccc(F)cc2)s1,-5.4,-4.2,4.5,-4.8,14.3,3.5,5.0,11.4,2.7
CCOC(=O)C1CCCN(C(=O)C(C)(C)Oc2ccc(Cl)cc2)C1 (stereo not given),-6.7,12.1,-0.1,1.2,9.6,23.3,-1.1,29.8,0.6
O=C(NCCc1ccccc1)c1cc2ncc(Br)cn2n1,-1.2,1.1,-6.2,16.2,24.2,14.8,-3.9,12.9,4.3
O=C(O)CC1S/C(=N/N=C2CCCCC2)N(c2ccccc2)C1=O (stereo not given),-0.2,-5.5,1.5,13.6,-27.0,14.0,0.5,8.9,1.5
CCN(CC)C(=O)C(=O)Nc1ccc(OCc2ccccc2)cc1,2.9,-18.8,-0.7,-2.4,3.3,9.7,0.2,11.9,1.0
CCN1C(=O)N[C@@H](CCc2ccccc2)[C@H](C(C)=O)[C@H]1C,-4.8,-7.6,0.4,0.7,8.2,5.7,-2.8,13.7,1.2
Nc1cccn2c(-c3ccc(Cl)cc3)cnc12,-5.7,3.7,-1.0,28.4,-184.4,1.5,13.7,10.8,4.6
CCOC(=O)c1c(C)oc2ccc(NS(=O)(=O)c3ccc(C(=O)O)cc3)cc12,-4.1,-3.6,-8.6,-12.7,-18.0,10.0,-5.9,8.2,-0.1
# Later entries
SMILES,APJ agonist,EBI2 block,CXCR6 inh,APJ antag,Mdm2-MdmX inh,CCR6 antagonist,XBP1 UPR activ,tim23-1 inh,CHOP UPR activ
O=C(c1cc(-c2cccc(Cl)c2)on1)N1CCCCCC1,-2.3,8.7,-4.6,17.0,-59.1,10.5,4.3,31.4,13.4
COc1ccc(S(=O)(=O)N2CCOCC2)cc1C(=O)N1CCCCCC1,0.7,-15.2,-1.5,-2.4,-5.7,-3.2,-4.7,13.1,2.2
O=C(NCc1ccccc1)C1=C[C@@H](C2CCCCC2)C[C@@H](OCc2ccc(CO)cc2)O1,6.2,30.5,6.4,-2.9,55.5*,23.5,-0.5,20.5,-0.5
CC1CN(C(=O)CN2C(=O)c3ccccc3C2=O)CC(C)O1 (stereo not given),-2.4,-7.3,-6.1,10.6,1.9,-18.5,0.0,12.6,-0.7
CCc1n[nH]c(=S)n1/N=C/c1cc(OC)cc([N+](=O)[O-])c1O,-5.8,-3.2,39.9,41.5*,5.3,62.4*,-3.7,39.7,-1.3
Cc1ccc(S(=O)(=O)N2CCOCC2)cc1C(=O)N1CC(C)CC(C)C1 (stereo not given),-1.9,4.8,6.5,7.2,13.0,-12.3,-1.3,-8.2,-2.4
Nc1c(-c2cccc(Cl)c2)cnn1-c1ccccc1,-3.9,3.6,-10.9,-6.2,-30.4,7.8,0.0,40.6,4.1
CCOC(=O)C1CCCN(C(=O)c2ccc3c(c2)OCO3)C1 (stereo not given),-0.5,-8.4,-7.0,8.2,15.7,-1.8,0.5,6.1,1.0
O=C(CCOc1ccccc1)N1CCN(c2ccc(O)cc2)CC1,0.4,9.3,-7.1,-19.1,11.8,1.7,-1.9,-45.4,1.4
Cc1ccc(N(C(=O)c2ccc3c(c2)OCO3)C2C=CS(=O)(=O)C2)cc1C (stereo not given),-1.6,-4.0,-3.4,13.6,7.4,8.6,3.8,11.3,0.2
O=C(O)/C=C/C(=O)Nc1ccc(Oc2ccc(NC(=O)/C=C/C(=O)O)cc2)cc1,0.1,nt,nt,-1.4,-13.4,nt,-0.2,-4.1,-2.3
O=C(Nc1nnc(C2CC2)s1)c1ccc(S(=O)(=O)c2ccccc2)cc1,-0.1,-6.3,6.8,10.9,-4.6,11.0,0.7,-33.4,0.7
COc1ccccc1NC(=O)Nc1nnc(CC(=O)Nc2ccccc2C)s1,-1.6,1.1,-8.0,-4.5,10.8,-1.0,-1.9,6.7,3.2
O=C(Oc1coc(CSc2ncccn2)cc1=O)c1ccco1,-2.4,-9.7,6.7,17.6,-19.0,-1.5,-2.3,16.2,-2.3
O=C(NCC(=O)N1CCN(c2ccccc2O)CC1)c1ccc2ccccc2c1,5.0,29.4,-3.7,-22.0,22.6,-7.2,-2.7,-1.9,-1.2
Cc1ccnc(NC(NC(=O)C(C)C)(C(F)(F)F)C(F)(F)F)c1,2.2,-6.7,-3.8,7.9,-1.5,-11.3,1.4,7.9,2.8
CCOCCCNC(=O)C(c1ccc(OC)cc1)N(Cc1cccs1)C(=O)CNC(C)=O (stereo not given),-1.0,4.3,1.8,15.3,16.0,-7.4,-0.4,18.5,0.5
CN(c1ccc(C(=O)N2CCCCC2)cc1)S(C)(=O)=O,2.8,-12.0,-3.2,-1.0,5.5,2.7,-3.5,-8.1,-2.2
CCN1CCN(C(=O)C2CCCN(S(=O)(=O)c3cccc4nsnc34)C2)CC1 (stereo not given),5.2,-4.8,-0.6,-33.6,15.8,-5.8,-1.0,0.6,2.5
CCc1c(C(=O)N/N=C/c2ccc(OCc3ccc(F)cc3)c(OC)c2)nnn1-c1nonc1N,3.0,32.9,1.0,5.9,13.5,-15.2,6.0,-9.7,11.8
CCOC(=O)c1ccc(NC(=O)c2nc[nH]c2C(=O)N[C@@H](CCCCNC(=O)OC(C)(C)C)C(=O)OC(C)(C)C)cc1,-0.7,0.2,-4.7,-45.6,53.6*,3.9,9.1,17.3,2.3
COc1cc(C(=O)NC2CCN(Cc3ccccc3)CC2)cc(Cl)c1OC,-3.2,4.5,0.4,-5.6,5.2,10.6,6.2,8.7,3.8
CC1(C)S[C@@H]2[C@H](NC(=O)C(C(=O)O)c3ccccc3)C(=O)N2[C@H]1C(=O)O (stereo not given in full),-0.4,-0.6,5.9,-4.0,12.3,3.3,0.8,10.5,0.6
COc1ccccc1CN1CCC(n2nccc2NC(=O)CCc2ccccc2)CC1,1.0,9.1,-0.1,-4.1,4.5,2.2,-4.1,9.2,-0.6
CCc1ncc(CN2CCC(C(=O)Nc3ccc(-n4nc(C)cc4C)cc3)CC2)cn1,-2.1,-8.1,-1.8,-40.2,12.9,5.8,3.8,-10.3,0.8
# Continued:
SMILES,APJ agonist,EBI2 block,CXCR6 inh,APJ antag,Mdm2-MdmX inh,CCR6 antagonist,XBP1 UPR activ,tim23-1 inh,CHOP UPR activ
O=C(/C=C/c1ccc2c(c1)OCO2)NCC1CCCO1 (stereo not given),-0.9,-0.1,4.4,7.4,-20.6,12.1,1.0,22.3,5.1
O=C(Cn1cccc1C(=O)c1ccccc1)NCCCN1CCOCC1,-2.9,8.3,-3.2,5.4,10.1,19.2,-1.8,-8.2,-1.1
O=C(O)/C=C/c1ccc(-c2cccc(C(F)(F)F)c2)o1,-2.4,-6.6,-5.2,15.5,-3.9,-5.9,1.5,24.4,-0.4
O=C(NCCc1ccccc1)c1ccc(Cl)c(S(=O)(=O)N2CCOCC2)c1,6.8,-4.4,-2.8,9.7,7.1,4.7,-2.8,20.4,3.3
CCN(CC(=O)Nc1cc(Cl)ccc1C)C(=O)CCS(=O)(=O)c1ccc(Cl)cc1,-0.6,10.0,-3.5,-3.2,27.7,2.0,-3.4,11.9,1.3
CC1C(c2ccccc2)=[N+]([O-])C2(CCCC2)N1O (stereo not given),7.3,-2.6,-0.7,-6.6,-10.5,-2.2,2.8,18.4,-1.3
COc1cc(C(=O)NCCCNc2ccc([N+](=O)[O-])cc2)cc(OC)c1OC,-3.8,-1.5,2.7,10.7,-2.2,8.0,-2.5,-0.3,0.4
